High-throughput results as filed in PubChem BioAssay.
D2 antagonist: HTS Assay for Allosteric Antagonists of the Human D2 Dopamine Receptor: Primary Screen for Antagonists; HEK293 TREx D2 cells, calcium flux, dopamine EC80; inhibition, % at 10 µM; 340,000 tested, 2% active; in the data active means inhibition above about 30%; further: 0% is about no effect
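Read-out: kinetic calcium fluorescence (1 cycle/s) in inducible HEK293 T-REx D2 cells after an EC80 dopamine addition that followed 180 s compound preincubation. Loss of the dopamine response indicates antagonism.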
TRHR enhancer: qHTS for Small Molecule Agonists and Allosteric Enhancers of Human TRH Receptor: Primary Screen for Enhancers. enhancement, % at 2 µM. TRHR cells, fluo-8 calcium fluorescence, EC20 TRH enhancement. Thyrotropin-releasing hormone receptor (Homo sapiens), P34981. 360,000 tested, 0.66% active; in the data active means enhancement above about 30%; further: 0% is about no effect
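TRHR-expressing cells loaded with fluo-8 calcium dye were read kinetically (ex 480/em 530) during compound addition, then stimulated with an EC20 of TRH (10 nM final). Enhancement of the Gq-mediated intracellular calcium response was scored.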
TrxR1 substrate: qHTS Assay for Substrates of Mammalian Selenoprotein Thioredoxin Reductase 1 (TrxR1): qHTS; Potency, µM (doses to about 114 µM), without a hit: at the top dose activity change, negative = substrate turnover; 390,000 tested, 0.01% active; purified TrxR1 substrate turnover, NADPH consumption readout; AID 588456, 2011; Thioredoxin reductase 1, cytoplasmic (Rattus norvegicus), O89049; further: potency means the concentration at half of the fitted maximal effect; on the % scale 0 is the no-effect control and ±100 the full control effect; nearly all actives have a fitted effect of over 50% in size
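Rat TrxR1, dispensed at 90 nM, was prereduced with 400 uM NADPH (final) for 5 min at ~22 deg C, then incubated with compound 15 min before 400 uM selenite. A first-read NADPH fluorescence drop versus no-compound background flagged substrates.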
Pin1 inhibitor: qHTS Assay to Find Inhibitors of Pin1; Potency, µM (top dose mostly 115 µM), for inactives: top-dose activity, negative = inhibition, usual class: inhibitors; 390,000 tested, 0.009% active; Pin1 FP peptide displacement, HiFluor488, 10 min; Peptidyl-prolyl cis-trans isomerase NIMA-interacting 1 (Homo sapiens), Q13526; active means well fitted inhibition curve with a large enough effect in the polarisation, with a control signal flat, not every such curve was filed as active; inconclusive means small, poorly fitted or top-dose-only effect, or effect the other way, or a change in a side signal; inactive means no such curve, though single readings can be large or run the other way; the % refers to the polarisation; further: potency means the concentration at half of the fitted maximal effect; on the % scale 0 is the no-effect control and ±100 the full control effect
Target sequence (Q13526 whole entry, looked up): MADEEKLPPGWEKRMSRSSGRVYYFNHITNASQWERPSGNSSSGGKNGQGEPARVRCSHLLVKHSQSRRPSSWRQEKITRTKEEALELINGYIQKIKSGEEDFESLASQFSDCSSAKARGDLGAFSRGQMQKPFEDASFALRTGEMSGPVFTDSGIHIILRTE
mIDH1 inhibitor: qHTS for Inhibitors of mutant isocitrate dehydrogenase 1 (IDH1): qHTS; Isocitrate dehydrogenase [NADP] cytoplasmic (Homo sapiens), O75874; IDH1-R132H enzyme, NADPH consumption, diaphorase/resazurin fluorescence; Potency, µM (highest dose often 76.6 µM), inactives show at the top dose activity change, negative = inhibition, usual class: inhibitors; 390,000 tested, 0.093% active; further: potency means the concentration at half of the fitted maximal effect; on the % scale 0 is the no-effect control and ±100 the full control effect; nearly all actives have a fitted effect of over 65% in size
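IDH1-R132H (0.5 ug/mL dispensed) in pH 7.5 Tris buffer was preincubated 30 min with compound, then given a substrate mix of 0.016 mM NADPH and 2 mM alpha-KG for 80 min at room temperature; remaining NADPH was read by diaphorase/resazurin fluorescence.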
USP1-UAF1 inh: Inhibitors of USP1/UAF1: Primary Screen; Ubiquitin carboxyl-terminal hydrolase 1 (Homo sapiens), O94782; recombinant USP1/UAF1, Ub-Rhodamine cleavage fluorescence; Potency, µM (doses to about 57.1 µM), inactives show at the top dose activity change, negative = inhibition, actives largely listed as inhibitors; 390,000 tested, 0.23% active; further: potency means the concentration at half of the fitted maximal effect; on the % scale 0 is the no-effect control and ±100 the full control effect; nearly all actives have a fitted effect of over 60% in size; inactives centre near -12
Target sequence (O94782 whole entry, looked up): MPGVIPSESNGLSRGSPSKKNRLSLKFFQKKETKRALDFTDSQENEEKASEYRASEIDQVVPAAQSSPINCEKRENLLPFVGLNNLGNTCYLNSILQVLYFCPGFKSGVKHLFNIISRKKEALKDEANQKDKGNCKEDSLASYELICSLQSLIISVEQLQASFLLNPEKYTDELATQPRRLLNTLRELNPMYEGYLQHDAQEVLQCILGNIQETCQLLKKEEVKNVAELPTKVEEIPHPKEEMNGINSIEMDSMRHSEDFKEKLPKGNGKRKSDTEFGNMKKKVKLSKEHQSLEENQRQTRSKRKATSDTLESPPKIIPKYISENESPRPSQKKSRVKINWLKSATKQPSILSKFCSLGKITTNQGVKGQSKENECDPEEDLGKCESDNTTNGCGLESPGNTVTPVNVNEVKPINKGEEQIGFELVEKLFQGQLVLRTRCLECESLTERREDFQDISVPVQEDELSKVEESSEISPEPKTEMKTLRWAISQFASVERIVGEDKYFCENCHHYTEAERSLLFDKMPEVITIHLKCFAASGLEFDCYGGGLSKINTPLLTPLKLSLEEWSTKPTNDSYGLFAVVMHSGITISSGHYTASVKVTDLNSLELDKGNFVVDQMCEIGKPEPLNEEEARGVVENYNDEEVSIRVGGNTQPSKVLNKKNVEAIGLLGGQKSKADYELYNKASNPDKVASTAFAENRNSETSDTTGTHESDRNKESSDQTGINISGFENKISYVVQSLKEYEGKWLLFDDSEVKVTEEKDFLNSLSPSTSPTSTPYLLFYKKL
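1 nM enzyme complex + cpd, 15 min RT; start with Ub-Rho 150nM final; kinetic fluorescence ex 480/em 540, 6 reads q60 s. Buffer 50mM HEPES pH 7.8, 0.5mM EDTA, 0.1 mg/ml BSA, 1mM TCEP, 0.01% Tween-20.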
TRHR agonist: qHTS for Small Molecule Agonists and Allosteric Enhancers of Human TRH Receptor: Primary Screen for Agonists; Thyrotropin-releasing hormone receptor (Homo sapiens), P34981; TRHR cells, calcium flux fluo-8, FDSS agonist mode; activation, % at 2 µM; 360,000 tested, 0.18% active; AID 493084, 2011; in the data active means activation above about 30%; further: 0% is about no effect
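In this calcium-flux screen, cells bearing human TRHR are dye-loaded with fluo-8, baselined for 10 cycles, then exposed to library compounds; positive kinetic calcium responses during the agonist phase mark hits, with TRH as control.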
D2 agonist: HTS Assay for Allosteric Agonists of the Human D2 Dopamine Receptor: Primary Screen for Agonists; D(2) dopamine receptor (Homo sapiens), P14416; HEK293 T-REx D2 cells, calcium flux agonist mode; activation, % at 2 µM; 340,000 tested, 0.53% active; AID 485358, 2010;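 active means activation over 3 SD above normal in the single-dose calcium agonist read, cut at about 30% in these data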; further: 0% is about no effect
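HEK293 Trex D2 cells, tetracycline-induced, o/n 30 C 5% CO2; no-wash Ca dye, RT 30–90 min; 10-cycle baseline, 23 nl cpd added, kinetic Ca read 180 s; agonist hits = positive Ca response.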
rTrxR1 inhibitor: qHTS Assay for Inhibitors of Mammalian Selenoprotein Thioredoxin Reductase 1 (TrxR1): qHTS; recombinant rTrxR1, NADPH fluorescence consumption, selenite substrate; Potency, µM (doses to about 114 µM), for inactives: at the highest dose activity change, negative = inhibition, most hits filed as inhibitors; 390,000 tested, 1% active; further: potency means the concentration at half of the fitted maximal effect; on the % scale 0 is the no-effect control and ±100 the full control effect; nearly all actives have a fitted effect of over 65% in size
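Rat TrxR1 (90 nM in the dispensed reagent) was pre-reduced with 400 uM NADPH for 5 min at room temperature, then incubated with compound for 15 min. After 400 uM selenite was added, NADPH fluorescence (Ex 340/Em 450 nm) was followed for 8 min.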
An asterisk follows results filed as active; ? = inconclusive; · = not tested or not shown; [ ] = remark or other dose. Unless noted, the call rests on the fitted dose curve; in most records, active means well fitted inhibition curve with a large enough effect; inconclusive means small, poorly fitted or top-dose-only effect; inactive means no such curve, though single readings can be large or run the other way. Not all compounds are listed (hit frequency here may not be typical).

SMILES	D2 antagonist	TRHR enhancer	TrxR1 substrate	Pin1 inhibitor	mIDH1 inhibitor	USP1-UAF1 inh	TRHR agonist	D2 agonist	rTrxR1 inhibitor
CCC(CC)c1nnc(NC(=O)C2CC(=O)N(CCc3ccc(OC)c(OC)c3)C2)s1 (configuration not stated)	-1	-10	-5%	-6%	3%	-11%	-0.3	0.6	-12%
O=C(CN1CCN(Cc2ccc3c(c2)OCO3)CC1)Nc1ccc(F)cc1	·	-7	-2%	1%	6%	-15%	-2.8	·	-10%
CCOC(=O)C(C)Sc1nc2ccccc2c(=O)n1CC (configuration not stated)	-38	10	-11%[57.1 µM]	6%	11%	-22%	-0.1	0.5	-1%[57.1 µM]
O=C(C(=O)N1CCOCC1)c1cn(CC(=O)N2CCc3ccccc3C2)c2ccccc12	-19	4	-3%	-1%	-12%	1%	0.6	0.0	9%
Cc1nc(N2CCOCC2)nc(OC(C)C)c1[N+](=O)[O-]	·	58*	-9%	-4%	1%	-10%	0.2	·	9%
CCOC(=O)CC(=O)c1[nH]c(C)c(C(=O)OCC)c1C	·	-3	-1%	-6%	-9%	-10%	-0.7	·	-9%
O=S(=O)(c1ccccc1)N1CCN=C1SCc1ccc(Cl)c(Cl)c1	12	-4	11%	10%	2%	-9%	1.2	0.7	35%
COC(=O)c1c(-c2cccs2)csc1NC(=O)c1ccc(Br)cc1	·	-8	11%	2%	1%	-20%	1.0	1.2	5%
CCCC(=O)Nc1nc2ccc(OCC)cc2s1	17	0	-3%	4%	-7%	-1%	0.0	-1.1	3%
CCOc1ccc(C(=O)NC(=S)Nc2cccnc2)cc1	2	-2	-11%	5%	1%	-5%	-0.5	-0.4	-18%
COc1ccc(Nc2ncc3c(n2)CCN(Cc2ccccc2C)C3)c(OC)c1	·	1	-9%[57.1 µM]	4%	·	-24%	0.1	-0.5	-6%[57.1 µM]
COc1ccc(C(C)=O)cc1CSc1ccc2c(c1)OCCO2	2	-6	-6%	2%	-2%	?	-1.5	-2.2	15%
Cc1cc(C)cc(NS(=O)(=O)c2ccc3[nH]cc(C(=O)N4CCCCC4)c(=O)c3c2)c1	·	2	3%	0%	1%	-28%	0.5	-0.1	4%
O=C1CN(CC(=O)NC(=O)NCc2ccccc2)CCN1	·	-5	-10%	3%	-1%	3%	-0.2	·	-10%
Cc1nc2ccc(S(=O)(=O)NC(C(=O)NCc3ccccc3Cl)C(C)C)cc2s1 (configuration not stated)	·	-5	-2%	3%	-8%	-26%	-1.2	-0.4	8%
COc1ccc(-c2noc(CCC(=O)NCCc3cccc(C)c3)n2)cc1	3	5	7%	1%	0%	-21%	0.5	-1.5	19%
CCCN1CCC(CCOc2ccccc2)(C(=O)OCC)CC1	2	56*	2%	1%	-1%	-7%	0.0	0.9	13%
Cc1cc(NC(=O)CSc2ccc(-c3ccc(F)cc3)nn2)no1	-12	12	-6%	16%	0%	-20%	-1.2	-1.0	-3%
CC(C)C1(c2ccsc2)NC(=O)NC1=O (configuration not stated)	·	·	-6%	1%	4%	-5%	·	·	-6%
Cc1occc1C(=O)Nc1cnn(CCCC(=O)O)c1	-1	-6	-2%	-13%	3%	-28%	-0.1	0.7	-3%
Cc1ccc(CCNC(=O)CCNS(=O)(=O)c2ccc3c(c2)oc(=O)n3C)cc1	·	-2	4%	-1%	1%	-2%	-0.4	-0.1	22%
CCN(CC)C(=S)NC(=O)Cc1ccccc1	2	1	-4%	0%	-4%	-10%	0.1	0.5	-8%
Cc1oc2c(C)c3oc(=O)c(CCC(=O)N4C[C@H]5C[C@@H](C4)c4cccc(=O)n4C5)c(C)c3cc2c1C	-18	2	3%	6%	-5%	11%	-0.3	0.1	-3%
O=C(N/N=C/c1ccccc1O)c1cccc(C(F)(F)F)c1	-8	18	-5%	17%	9%	-13%	1.9	0.5	-5%
CC(=O)Nc1ccc(NC(=O)c2ccc(-n3c(C)ccc3C)cc2)cc1	3	3	-13%	-2%	2%	-21%	0.1	-0.3	-29%
COc1ccc(C)c2sc(N(CCCN(C)C)C(=O)c3ccc(S(=O)(=O)N(C)C)cc3)nc12	-1	-2	2%	-1%	-1%	-16%	1.2	0.9	12%
O=C(c1cccc2ccccc12)N1CCN(c2ccccc2F)CC1	2	-5	-5%	0%	-2%	-12%	0.1	-0.6	-9%
COc1ccc(S(=O)(=O)NCc2ccc3c(c2)cc(C)n3C)cc1	2	-4	5%[57.1 µM]	-15%	0%	-12%	0.3	-0.2	14%[57.1 µM]
Cc1cc(NC(=O)CSc2nnc(CNc3ccc(F)cc3)n2C2CCCCC2)no1	-4	3	9%	27%	-2%	-18%	-0.1	0.4	17%
CCOc1cc(CNCCO)cc(Br)c1OCc1ccccc1Cl	12	3	-2%	0%	2%	-3%	2.8	0.4	-9%
Cc1sc(N/N=C/c2cc([N+](=O)[O-])ccc2O)nc1-c1ccccc1	7	-5	-4%	-4%	-6%	-17%	-0.1	0.6	28%
Clc1cc(Br)ccc1NCc1cccnc1	-9	11	1%	-4%	-7%	1%	-0.2	-0.1	15%
CCN(CC(=O)NCc1cccs1)C(=O)/C=C/c1cc(OC)c(OC)c(OC)c1	-28	9	20%	3%	-4%	-14%	0.0	0.0	-1%
CCN1CC(CN(C)Cc2nc(-c3ccc(OC)c4ccccc34)oc2C)CC1=O (configuration not stated)	6	1	47%[activator]	34%[activator]	4%	-21%	0.4	0.8	?
O=C(O)c1ccc(Cl)c(S(=O)(=O)N(Cc2ccccc2)c2ccccc2Cl)c1	7	-14	2%	-5%	29µM*	-5%	-0.7	0.0	5%
CCOc1ccc(N2C(=O)Nc3ccccc3C2(O)C(=O)NCc2ccc(OC)cc2)cc1 (configuration not stated)	12	-2	-7%[57.1 µM]	3%	3%	-16%	0.0	1.2	12%
O=C(NCc1cccnc1)c1ccccc1NS(=O)(=O)c1ccccc1	-17	-5	3%	-11%	5%	6%	0.1	-0.1	8%
CCN(CC)S(=O)(=O)c1cccc(C(=O)NC(Cc2c[nH]c3ccccc23)c2nnc3n2CCCCC3)c1 (configuration not stated)	-3	-3	0%	3%	-1%	-8%	-0.1	0.7	7%
O=C(Nc1ccc(Br)cc1Cl)c1ccc(OCC2CCCO2)cc1 (configuration not stated)	·	·	-6%	4%	8%	-5%	·	·	4%[57.1 µM]
O=C(NCCOc1ccccc1F)c1ccc2c(=O)n3c(nc2c1)CCC3	-1	8	5%	2%	-6%	-9%	0.4	·	17%
Cc1cccc(C)c1-n1c(C)cc(/C=C2\NC(=O)NC2=O)c1C	8	-6	-6%	18%	9%	-20%	-0.3	0.0	-12%
C/C(=C\c1ccco1)C1C(C#N)=C(N)OC2=C1C(=O)CC(C)(C)C2 (configuration not stated)	-14	-6	-7%	?	0%	-17%	-0.5	-0.4	?
Cc1ccccc1C(=O)N1[C@@H](C(C)C)COc2cc(Br)ccc2S1(=O)=O	·	·	-2%	9%	8%	-31%	·	·	13%
Cc1ccc(S(=O)(=O)CCC(=O)OCC(=O)NC(=O)c2ccccc2)cc1	-8	-3	4%	-1%	-3%	-15%	0.2	0.2	9%
CCn1nc(C(=O)NCCc2ccc3c(c2)OCCO3)c2ccccc2c1=O	·	·	3%	-5%	2%	-4%	·	·	8%[57.1 µM]
Cc1ccc(N2CCN(C(=O)c3cn(C)c4ccc(S(=O)(=O)N(C)C5CCCCC5)cc4c3=O)CC2C)cc1 (configuration not stated)	·	0	10%	-3%	3%	?	-0.7	0.0	26%
CC(NC(=O)c1ccc(Cl)cc1)C1CC2CCC1C2 (configuration not stated)	-13	-11	-1%	-10%	-2%	-4%	-1.6	-0.2	12%
Cc1cccc2sc(NC(=O)c3cc(S(=O)(=O)N(C)C)ccc3N3CCCC3)nc12	3	4	8%[57.1 µM]	-2%	-6%	2%	0.3	1.7	32%[57.1 µM]
Cc1ccc(N(CC(=O)NC2CCCCC2)C(=O)CCC(=O)Nc2nccs2)cc1	8	-3	8%[0.0914 µM]	3%	-1%	-14%	-1.0	0.4	22%[57.1 µM]

With a hit mark in TRHR enhancer, of those listed so far:
Compound	D2 antagonist	TRHR enhancer	TrxR1 substrate	Pin1 inhibitor	mIDH1 inhibitor	USP1-UAF1 inh	TRHR agonist	rTrxR1 inhibitor
Cc1nc(N2CCOCC2)nc(OC(C)C)c1[N+](=O)[O-]	·	58*	-9%	-4%	1%	-10%	0.2	9%
CCCN1CCC(CCOc2ccccc2)(C(=O)OCC)CC1	2	56*	2%	1%	-1%	-7%	0.0	13%

Complete entries, quoted from the list. Order of screens: D2 antagonist	TRHR enhancer	TrxR1 substrate	Pin1 inhibitor	mIDH1 inhibitor	USP1-UAF1 inh	TRHR agonist	D2 agonist	rTrxR1 inhibitor
CC(NC(=O)c1ccc(Cl)cc1)C1CC2CCC1C2 (configuration not stated) is entered as -13	-11	-1%	-10%	-2%	-4%	-1.6	-0.2	12%
Cc1ccc(N2CCN(C(=O)c3cn(C)c4ccc(S(=O)(=O)N(C)C5CCCCC5)cc4c3=O)CC2C)cc1 (configuration not stated) is entered as ·	0	10%	-3%	3%	?	-0.7	0.0	26%
